Runt-SMMHC FRET – Runt domain-CBFb-SMMHC interaction inhibition; Q01196+Q13951; Cerulean-Runt/Venus-CBFb-SMMHC FRET ratio 530/480, 1 h; inhibition, % at 20 µM; 220,000 compounds, 0.74% hits; AID 1434;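 active = mean inhibition across duplicate retests at 20 µM reaching about 50%, limit read from the data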;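 note: 0% = DMSO wells and 100% = wells with excess untagged CBFb-SMMHC; inhibitors lower the FRET ratio by blocking Runt binding to CBFb-SMMHC; some results filed as inactive read as strong as hits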
hK5 inh – inhibitors of human kallikrein 5; recombinant hK5, fluorogenic AMC substrate cleavage; inhibition, % at 5 µM; 210,000 compounds, 0.59% hits; AID 873;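 active = inhibition of 40% or more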;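 note: 0% = enzyme controls without compound and 100% = no-enzyme blanks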
Target sequence (Q9Y337 67-293 limits assumed): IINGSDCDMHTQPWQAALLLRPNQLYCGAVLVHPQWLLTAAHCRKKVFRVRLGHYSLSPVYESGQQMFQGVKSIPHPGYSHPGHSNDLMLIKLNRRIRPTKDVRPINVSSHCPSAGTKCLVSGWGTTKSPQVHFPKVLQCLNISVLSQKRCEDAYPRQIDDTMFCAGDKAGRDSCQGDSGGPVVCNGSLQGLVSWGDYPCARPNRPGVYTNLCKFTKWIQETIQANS
FXIIa inh – inhibitors of human coagulation factor XIIa; purified FXIIa, Boc-QGR-AMC fluorogenic substrate, 2 h; 220,000 compounds, 0.3% hits; AID 800; P00748; inhibition, % at 5 µM; in the data active = inhibition above about 40%;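 note: 0% = enzyme with no compound and 100% = blank without enzyme; many of its hits are not listed in these tables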
Runt-CBFb FRET – Runt domain-CBFb interaction inhibition | Cerulean-Runt/Venus-CBFb FRET ratio 530/480, 1 h | inhibition, % at 20 µM | 220,000 compounds, 0.46% hits | AID 1496;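 active = inhibition over about 50% at 20 µM in the single-dose screen, limit read from the data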;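 note: 0% = DMSO wells and 100% = excess unlabeled CBFb competitor control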
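test system = Cerulean-tagged RUNX1 Runt domain (FRET donor) fusion protein | reagent = Venus-CBFb binding partner, 100 nM | incubation = protein complex preformed 1 h, compound exposure 1 h, room temperature, dark | detection = FRET fluorescence | read-out basis = loss of energy transfer signal | controls = 5 µM unlabeled CBFb as full-inhibition high control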
14-3-3 Bad PPI – disrupts binding of bovine 14-3-3 zeta to phospho-Bad peptide. TR-FRET 14-3-3zeta/Dy647-pBad peptide displacement, 1 h. 220,000 compounds, 0.71% hits. AID 781. P63103. inhibition, % at 21.7 µM;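 active = inhibition above about 70%, limit read from the data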;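 note: 0% = full 14-3-3 plus peptide FRET controls and 100% = background without 14-3-3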
Target sequence (P63103 whole entry, looked up): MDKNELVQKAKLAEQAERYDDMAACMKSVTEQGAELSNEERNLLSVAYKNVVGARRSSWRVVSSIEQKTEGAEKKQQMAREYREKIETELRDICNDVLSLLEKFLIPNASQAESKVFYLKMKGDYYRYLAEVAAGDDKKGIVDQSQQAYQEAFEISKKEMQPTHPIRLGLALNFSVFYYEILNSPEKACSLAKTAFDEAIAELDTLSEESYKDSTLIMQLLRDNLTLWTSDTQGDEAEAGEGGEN
Hck-Nef inh – human Hck-Nef kinase inhibition; P08631; Recombinant Hck-YEEI plus Nef, Z-Lyte FRET kinase assay; inhibition, % at 20 µM; 220,000 compounds, 0.68% hits;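 active = Hck-Nef kinase inhibition above about 50%, limit read from the data; inactive = inhibition below that limit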;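 note: 0% = DMSO with Hck plus Nef and 100% = Hck alone without Nef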
Target sequence (P08631 whole entry, looked up): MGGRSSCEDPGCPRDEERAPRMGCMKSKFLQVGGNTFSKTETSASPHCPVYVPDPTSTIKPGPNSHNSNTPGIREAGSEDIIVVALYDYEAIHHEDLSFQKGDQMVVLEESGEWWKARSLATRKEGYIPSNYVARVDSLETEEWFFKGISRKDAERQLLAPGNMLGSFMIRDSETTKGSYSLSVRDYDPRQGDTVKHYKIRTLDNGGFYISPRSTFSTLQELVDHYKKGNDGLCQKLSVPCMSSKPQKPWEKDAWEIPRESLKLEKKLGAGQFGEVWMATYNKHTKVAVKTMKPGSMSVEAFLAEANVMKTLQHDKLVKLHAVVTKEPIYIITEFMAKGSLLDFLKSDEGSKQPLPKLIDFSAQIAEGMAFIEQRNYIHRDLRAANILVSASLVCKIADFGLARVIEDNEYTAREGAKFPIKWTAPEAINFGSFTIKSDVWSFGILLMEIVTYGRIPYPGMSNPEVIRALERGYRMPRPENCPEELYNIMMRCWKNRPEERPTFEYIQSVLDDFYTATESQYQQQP
Wee1 stabilizer – inhibitors of human Wee1 degradation | P30291 | HeLa Luc-Wee1K328M stability, luciferase luminescence; 100% = proteasome inhibitor MG132 effect | reporter increase, % at 5 µM | 220,000 compounds, 1.2% hits;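 active = activation above the mean of all tested compounds plus 3 SD, set per screening run, cut at about 8.8% in these data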;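 note: cells exposed to compound for 20 h before luminescence read; 0% = DMSO alone and 100% = MG132 at 30 µM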
FXIa inh 1536 – factor XIa (human) inhibition; AID 798; 220,000 compounds, 0.14% hits; purified FXIa, Boc-Glu-Ala-Arg-AMC fluorogenic substrate; P03951; inhibition, % at 5 µM;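 active = inhibition of at least 40%; inactive = inhibition below 40%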;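 note: fluorescence of freed AMC excited at 355 nm; 0% = enzyme without compound and 100% = no enzyme blank; many of its hits are not listed in these tables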
thrombin 1536 – blocks human thrombin protease activity; 220,000 compounds, 0.26% hits; alpha-thrombin, Boc-VPR-AMC fluorogenic substrate cleavage; P00734; inhibition, % at 5 µM;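 active = inhibition at or above 40%; inactive = inhibition below 40%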;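 note: 0% = enzyme with no compound and 100% = wells without enzyme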
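Test system: human alpha-thrombin protein / Dosing: one concentration per compound, 5 µM, with 0.2% DMSO / Medium: pH 7.5 Tris-saline with Tween 20 / Benchmarks: no-compound enzyme wells and no-enzyme blanks / Read-out basis: percent inhibition of thrombin substrate cleavage / Timing: reaction at room temperature / Measured by: fluorescence, ex 355 nm, em 460 nm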
* marks the source's active call; other numbers are inactive results; nt = not tested or not shown; [ ] = remark or other dose. This is a random part of the collection; overall some 4.2% were active at least once.

SMILES	Runt-SMMHC FRET	hK5 inh	FXIIa inh	Runt-CBFb FRET	14-3-3 Bad PPI	Hck-Nef inh	Wee1 stabilizer	FXIa inh 1536	thrombin 1536
COc1ccc(C(=O)Nc2ccc(-c3ccc(C)o3)cc2)cc1S(=O)(=O)N1CCOCC1	-14	-19	10	8	3	1	0	-1	-2
COc1ccc(N2CCN(c3nc4c(c(=O)n(C)c(=O)n4C)n3Cc3ccccc3)CC2)cc1	0	-1	15	-2	5	1	3	4	1
O=C1CC(NCc2ccc(F)cc2)C(=O)N1c1ccccc1 (stereo not given)	-3	2	12	2	-4	1	2	-2	-3
CSc1ccc(CNc2ccc(C)cc2)cc1	-2	-1	1	-2	-15	-2	-3	1	-3
CCCCN(CCCC)C(=O)C[n+]1cccc(/C=N/O)c1	3	3	9	0	-14	22	2	-2	-8
O=C(NCC(=O)N(Cc1ccco1)C(C(=O)NC1CCCCC1)c1ccncc1)c1cccs1 (stereo not given)	-1	2	9	0	6	21	-1	3	1
COc1cc(C(=O)N2CCC(NC(=O)C(Cc3ccccc3)NC(C)=O)CC2)cc(OC)c1OC (stereo not given)	5	-20	5	0	2[fluorescence artefact?]	2	2	-3	-4
Cc1ccc2nc(NC(=O)c3ccc(OCC4CCCO4)cc3)sc2c1 (stereo not given)	-2	-16	27	-4	0	-7	1	19	0
OCCC1CN(Cc2ccon2)CCN1Cc1ccccc1 (stereo not given)	-3	-3	4	0	-10	20	5	-3	-13
CCOC(=O)c1cc2occc2n1CC(=O)NC1CCCCC1C (stereo not given)	0	-15	3	-2	7	6	-2	-3	-1
COc1cccc(C(=O)Nc2nc(-c3ccc(S(=O)(=O)N4CCOCC4)cc3)cs2)c1	-8	-11	-4	0	-30	-9	-3	-1	-6
COc1ccc(C(=O)NCCn2ccc3ccccc32)cc1	0	6	16	0	6[fluorescence artefact?]	9	2	3	3
Cc1ccc(/C=N/NC(=O)CSc2ccccn2)o1	3	-2	4	1	-9	-10	3	-1	-6
C=CCSc1nnc(NC(=O)CSc2ccccn2)s1	-1	1	1	1	-4	6	5	-9	-8
N/C(=N\OCc1ccc([N+](=O)[O-])cc1)c1ccncc1	0	-1	2	0	6	-18	0	-5	-11
O=C1CCC(=O)N1CCSC(=S)N1CCSCC1	-1	3	10	-1	-12	6	-1	3	-2
CC(=O)Nc1ccc(N2CCCC2)cc1	5	-4	18	6	1[fluorescence artefact?]	10	0	6	-3
C/C(Cn1cnc([N+](=O)[O-])n1)=N\NC(=O)c1ccncc1	-3	-5	9	0	7	2	-1	5	-4
COc1cc(OC)c(NC(=O)/C=C/C(=O)O)cc1Cl	-4	1	7	22	-4	-16	12*	8	0
Cc1c(NC(=O)CN2c3ccccc3CC2C)c(=O)n(-c2ccccc2)n1C (stereo not given)	0	-2	8	0	-9	1	1	-2	-1
Cc1[nH]c2ccccc2c1C(Nc1nccs1)c1ccncc1 (stereo not given)	-2	-6	-2	2	-11	-1	-5	-3	-6
O=S(=O)(Nc1cc(C(F)(F)F)ccc1N1CCOCC1)c1ccccc1	-2	1	13	-4	-7	13	-1	4	2
CCN(CC)c1ccc(/C=N/NC(=O)c2c(Cl)c(C)nn2C)cc1	6	-17	0	3	-2	9	0	-4	-8
Brc1ccc2ncnc(Nc3cccc4ccccc34)c2c1	4	19	7	0	-2	36	-1	-6	-6
O=C(Oc1ccc(C(=S)N2CCOCC2)cc1Br)c1cc(Cl)ccc1Cl	-4	1	20	nt	-11	0	-1	21	-1
Cc1ccc(NC(=O)c2ccc(OC(F)F)cc2)cc1S(=O)(=O)N(C)C	5	-9	6	-2	-7	1	6	-1	-8
Cc1ccc(NCC(=O)N/N=C/c2cc(O)ccc2[N+](=O)[O-])cc1	-3	-2	12	3	-3	15	-4	1	0
O=C(Nc1ccccc1)c1sc(N2CCOCC2)nc1-c1ccccc1	0	9	17	-2	3[fluorescence artefact?]	1	-1	17	-9
CCn1c2ccccc2c2cc(CN3CCN(C(=O)c4ccco4)CC3)ccc21	2	-5	11	-8	nt	1	-1	0	0
Cn1c2ccccc2c2cc(C(=O)N3CCN(CCO)CC3)sc21	11	5	13	4	-10	2	1	1	1

A second format for some results above:
Results follow in this order: Runt-SMMHC FRET, hK5 inh, FXIIa inh, Runt-CBFb FRET, 14-3-3 Bad PPI, Hck-Nef inh, Wee1 stabilizer, FXIa inh 1536, thrombin 1536
O=C(Oc1ccc(C(=S)N2CCOCC2)cc1Br)c1cc(Cl)ccc1Cl
→ -4, 1, 20, nt, -11, 0, -1, 21, -1
Cc1ccc(NC(=O)c2ccc(OC(F)F)cc2)cc1S(=O)(=O)N(C)C
→ 5, -9, 6, -2, -7, 1, 6, -1, -8
Cc1ccc(NCC(=O)N/N=C/c2cc(O)ccc2[N+](=O)[O-])cc1
→ -3, -2, 12, 3, -3, 15, -4, 1, 0
O=C(Nc1ccccc1)c1sc(N2CCOCC2)nc1-c1ccccc1
→ 0, 9, 17, -2, 3[fluorescence artefact?], 1, -1, 17, -9

Continuation.
SMILES	Runt-SMMHC FRET	hK5 inh	FXIIa inh	Runt-CBFb FRET	14-3-3 Bad PPI	Hck-Nef inh	Wee1 stabilizer	FXIa inh 1536	thrombin 1536
COc1ccc(Cc2nnc(SCC(=O)c3cccc([N+](=O)[O-])c3)n2C)cc1	-2	-8	20	-1	-5	-2	1	4	2
O=C(Nc1cc(S(=O)(=O)N2CCOCC2)ccc1N1CCOCC1)c1ccc(S(=O)(=O)N2CCCCC2)cc1	-4	-2	1	0	-4	25	-2	-2	5
COc1ccc(OC)c(C2C3=C(CCCC3=O)Nc3nnnn32)c1 (stereo not given)	2	-33	4	-1	-6	0	0	3	-8
O=C(c1cc(-c2ccc3c(c2)OCO3)on1)N1CCN(c2ccc(F)cc2)CC1	-7	-4	11	1	-2	1	-2	2	-1
Clc1ccccc1CSc1snnc1-c1ccccc1	0	2	-8	-2	7	1	-3	2	-14
CCCCOc1ccc(CSCCN=C(N)N)cc1	-2	8	6	-2	-4	14	-2	1	0
c1ccc(Cn2cnc3ccccc32)cc1	2	-6	3	0	0	7	2	-3	3
O=C(Cc1c[nH]c2ccccc12)OCCOC(=O)Cc1c[nH]c2ccccc12	4	-5	24	-2	-2	-1	4	19	1
Cc1ccc(N(C(=O)Cc2cccs2)C(C(=O)NC2CCCC2)c2ccncc2)cc1 (stereo not given)	2	-3	6	2	-7	18	-1	-7	-8
Cc1ccc(C)c(S(=O)(=O)NC(Cc2c[nH]c3ccccc23)C(=O)O)c1 (stereo not given)	2	2	4	3	-5	20	-1	-7	-11
COc1cc(NC(=O)CN2CCCCC2)c(C)cc1[N+](=O)[O-]	0	-7	-2	-3	-4	-1	-2	-2	-6
CC(=O)C1=C(C)OC(N)=C(C#N)C1c1cc([N+](=O)[O-])ccc1Cl (stereo not given)	-5	-4	0	-1	-2	12	-1	-1	-7
CC(=O)O/N=C(\N)c1cnn2c(C(F)(F)F)cc(C(F)(F)F)nc12	0	30	2	2	-3	12	-1	-3	-8
CCCCn1c(/C=C/c2ccco2)nc2ccccc21	-11	-24	-3	-3	-3	3	-1	6	-5
Cc1nc(SCc2ccc(F)cc2)c2oc3ccccc3c2n1	-3	-7	-1	-4	-11	1	-1	-5	-11
O=C(COc1ccccc1)c1cn(CC(=O)N2CCOCC2)c2ccccc12	0	-8	-8	2	-1	4	2	0	1
CCCOc1ccc(C(=O)Nc2ccc(Cl)cn2)cc1	-2	2	15	-1	2	1	-2	-4	4
COc1ccc(NC(=O)CN2CCN(c3ccccc3)CC2)cc1	-2	-3	2	-1	-5	-2	4	-3	-5
CCCOc1ccc(NC2=CC(=O)CC(C)(C)C2)cc1	-2	-21	2	1	-7	-2	-3	-5	-1
CCC(C)C(=O)Nc1cc(OC)c(OC)cc1C(=O)O (stereo not given)	-4	-10	8	1	67	8	-2	-5	-7
CCc1nnc(NS(=O)(=O)c2ccc(N3C(=O)c4ccccc4C3=O)cc2)s1	-9	-3	6	-2	-7	19	-2	-3	-1
CC(C)N(C(=O)CSc1nnc(CN2CCCCCC2=O)n1-c1ccccn1)C(C)C	-2	-15	18	-1	-12[fluorescence artefact?]	1	-1	3	-7
C=CCN(CC=C)C(=O)C(=O)c1cc(C)n(-c2ccc([N+](=O)[O-])cc2)c1C	-2	-27	15	-1	12	1	4	16	-1
[O-][n+]1onc2c1CCc1nnccc1-2	2	2	19	-1	-2	-2	0	4	5
O=C(O)CCn1c(=O)n(CCC(=O)O)c(=O)n(CCC(=O)O)c1=O	-2	-2	6	1	-8	21	2	-4	-3
O=C(CCCn1c(=O)oc2ccccc21)Nc1cccnc1	2	-4	-2	0	-11	7	-2	-8	-3
CCOC(=O)N1CCC2(CC1)CC(=O)c1c(ccc3oc(C(=O)O)c(C)c13)O2	4	-54	12	-3	51	-3	-2	-1	-3
O=C(Nc1ccc(Nc2ccccc2)cc1)C(Cl)(Cl)Cl	-3	-21	9	0	-10	8	-2	5	-3
COc1ccc(OC)c(C=Nc2ccccc2-c2nc3ccccc3[nH]2)c1	11	-15	1	6	4	10	3	-2	-19
COC(=O)c1oc2ccc(Br)cc2c1NC(=O)c1ccccc1	-4	-4	0	0	5	5	1	-11	-19
CCCNS(=O)(=O)c1ccc(Oc2ncc(C(F)(F)F)cc2Cl)cc1	3	0	14	-1	6	4	0	3	2
COc1ccccc1C1=Nn2c(COc3ccccc3)nnc2SC1	-6	-4	nt	0	2	19	5	-4	-4
COC(=O)c1ccccc1NC(=O)CSc1ccccn1	-1	-7	-2	-1	-15[fluorescence artefact?]	4	-1	-1	-5
N#CCC(=O)N/N=C1\CCCCC1C1CCCCC1 (stereo not given)	-1	-10	7	2	6	1	-2	2	-12
COc1ccc(C(CC(=O)NCc2ccco2)c2ccc(F)cc2)cc1 (stereo not given)	2	-1	-14	-2	4[fluorescence artefact?]	-2	0	-6	-12
COc1cc(NC(=O)COC(=O)/C=C/c2c(C)nn(-c3ccc(F)cc3)c2Cl)cc(OC)c1	-4	-15	13	0	-8	4	1	2	-10
C=CCn1cccc(C(=O)Nc2ccc(OC)c(OC)c2)c1=O	-1	-10	2	-1	-4	20	-2	-2	-7
CCOC(=O)C1CCCN(c2ccc(NC(=O)c3snc4c(=O)[nH]c(C)nc34)cc2)C1 (stereo not given)	-20	-3	17	0	1	-1	-3	6	3
Cc1ncoc1C(=O)N1CCCC(CCC(=O)NCc2ccccc2F)C1 (stereo not given)	1	nt	4	0	7	-2	-2	-1	-2
O=[N+]([O-])c1ccc(Oc2ccc(F)cc2Br)c2ccncc12	1	-6	8	-1	6	1	3	-6	-4
CC(C)OC(=O)CSc1nc2cccnc2n1-c1ccc(F)cc1	-3	1	17	-1	52	0	2	-16	-1
COc1ccc(OCC(=O)OCCNC(=O)c2cccnc2)cc1	1	-27	10	1	15	1	2	11	-3

Bioassay records as filed in PubChem.
